High-throughput results (PubChem BioAssay)
Wee1 degr inh – Wee1 degradation inhibitors, primary screen, cell-based, HeLa, Wee1K328M-luciferase, luminescence. reporter increase, % at 5 µM. HeLa Luc-Wee1K328M stability; 100% = proteasome inhibitor MG132 effect. hit rate 1.2% among 220,000;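 active = activation above the mean of all tested compounds plus 3 SD, set per screening run, cut at about 8.8% in these data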;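 also: cells exposed to compound for 20 h before luminescence read; 0% = DMSO alone and 100% = MG132 at 30 µM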
Target sequence (P30291 whole entry K328M): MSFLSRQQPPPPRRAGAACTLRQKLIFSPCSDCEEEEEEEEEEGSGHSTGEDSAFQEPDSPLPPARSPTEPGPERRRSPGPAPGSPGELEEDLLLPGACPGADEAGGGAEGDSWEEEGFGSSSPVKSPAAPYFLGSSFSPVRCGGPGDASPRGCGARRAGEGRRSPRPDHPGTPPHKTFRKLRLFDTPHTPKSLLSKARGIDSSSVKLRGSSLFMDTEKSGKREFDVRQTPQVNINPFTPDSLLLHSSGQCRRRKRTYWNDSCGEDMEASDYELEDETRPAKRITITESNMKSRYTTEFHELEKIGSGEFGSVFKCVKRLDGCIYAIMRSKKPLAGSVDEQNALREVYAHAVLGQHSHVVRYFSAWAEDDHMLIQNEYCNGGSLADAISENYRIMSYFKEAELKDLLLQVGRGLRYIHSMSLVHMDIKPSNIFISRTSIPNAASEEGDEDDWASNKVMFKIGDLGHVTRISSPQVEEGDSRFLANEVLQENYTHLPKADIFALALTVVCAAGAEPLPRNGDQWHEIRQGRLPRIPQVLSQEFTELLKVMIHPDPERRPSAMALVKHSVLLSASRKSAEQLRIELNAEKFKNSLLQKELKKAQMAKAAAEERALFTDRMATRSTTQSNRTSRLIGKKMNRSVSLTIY
FXIa inh 1536 – human FXIa protease inhibitors, primary screen, biochemical, 1536-well | Coagulation factor XI (Homo sapiens), P03951 | purified FXIa, Boc-Glu-Ala-Arg-AMC fluorogenic substrate | inhibition, % at 5 µM | hit rate 0.14% among 220,000 | AID 798, 2007;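 active = inhibition of at least 40%; inactive = inhibition below 40%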;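 also: fluorescence of freed AMC excited at 355 nm; 0% = enzyme without compound and 100% = no enzyme blank; many of its hits are not listed in these tables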
PPC-1+TRAIL kill – compounds killing PPC-1 cancer cells with TRAIL present, primary screen, TRAIL potentiator project, ATPLite luminescence, uHTS | PPC-1 cells + TRAIL, ATPLite viability luminescence | cell killing (% activity), % at 4 µM | hit rate 0.41% among 220,000;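 active = cell killing above 50% in the first pass at 4 µM, then a duplicate retest at 5 µM averaging 50% or more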;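 also: plate controls were cells with TRAIL plus DMSO for no effect and medium-only wells lacking cells for full effect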
TbHK1 inh – Trypanosoma brucei hexokinase 1 inhibitors, primary screen, biochemical, G6PDH-coupled NADH absorbance, MLSCN library; hexokinase 1 [Trypanosoma brucei]; recombinant TbHK1, G6PDH-coupled NADH A340; inhibition, % at 10 µM; hit rate 0.11% among 220,000;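 active = inhibition of 50% or more in the single-dose primary screen; inactive = inhibition below 50%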
CHOP inhibitor – inhibitors of CHOP promoter induction, primary screen, cell-based, unfolded protein response, luciferase reporter; CHO-K1 CHOP-promoter luciferase, tunicamycin-induced, 15-18 h; inhibition, % at 10 µM; hit rate 3.8% among 220,000; AID 2732, 2010;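 active = compounds that reduced the stress-induced luciferase reporter signal by more than about 70% of percent inhibition, limit read from the data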;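 also: 0% = tunicamycin plus vehicle and 100% = wells without tunicamycin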
TNF death inh – inhibitors of TNF-alpha triggered necroptosis, primary screen, cell-based, Jurkat FADD-/-, single concentration | Jurkat FADD-/- TNF necroptosis rescue, ATP luminescence, 24 h; 0 = TNF only, 100 = no-TNF cells | hit rate 0.068% among 220,000 | activation (protection from cell death), % at 10 µM | AID 463075, 2010;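 active = activation, meaning protection from cell death, of at least 50% relative to plate controls; inactive = activation below 50%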;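 also: necroptosis triggered by 40 ng/mL TNF-alpha added together with compound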
EP2 antag – human EP2 receptor antagonists, primary screen, TR-FRET cAMP, C6 glioma cells; Prostaglandin E2 receptor EP2 subtype (Homo sapiens), P43116; C6 glioma cells expressing human EP2; cells stimulated with saturating PGE2; inhibition, % at 25 µM; hit rate 0.52% among 260,000; AID 1422, 2008;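 active = percent inhibition above 40 after rounding to a whole number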;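 also: rat C6 glioma host cells with rolipram phosphodiesterase inhibitor present; the protocol text gives 20 µM as final concentration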
Target sequence (P43116 whole entry, looked up): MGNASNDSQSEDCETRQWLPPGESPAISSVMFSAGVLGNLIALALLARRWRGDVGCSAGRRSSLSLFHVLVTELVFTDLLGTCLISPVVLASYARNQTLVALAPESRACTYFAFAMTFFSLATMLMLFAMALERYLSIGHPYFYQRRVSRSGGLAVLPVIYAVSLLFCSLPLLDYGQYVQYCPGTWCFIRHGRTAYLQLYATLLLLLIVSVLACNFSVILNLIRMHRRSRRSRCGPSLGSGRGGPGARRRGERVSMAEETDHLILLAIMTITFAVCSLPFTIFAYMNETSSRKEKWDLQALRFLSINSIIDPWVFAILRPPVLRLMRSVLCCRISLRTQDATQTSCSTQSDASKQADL
FXIIa inh 1536 – human FXIIa protease inhibitors, primary screen, biochemical, 1536-well. purified FXIIa, Boc-QGR-AMC fluorogenic substrate, 2 h. inhibition, % at 5 µM. hit rate 0.3% among 220,000. AID 800, 2007; in the data active = inhibition above about 40%;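 also: 0% = enzyme with no compound and 100% = blank without enzyme; many of its hits are not listed in these tables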
zVAD death inh – inhibitors of zVAD-triggered necroptosis, primary screen, L929 cells. L929 zVAD necroptosis rescue, ATP luminescence, 24 h; with zVAD 60 µM. hit rate 0.38% among 220,000. viability rescue, % at 10 µM;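 active = activation, scaled between plate controls, above about 75%, limit read from the data; inactive = activation under that limit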;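 also: 0% = zVAD with DMSO and 100% = DMSO alone without zVAD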
An asterisk follows results filed as active; x = not tested or not shown; & = joins results of further samples. This is a subset; rates above refer to the full screens.

SMILES	Wee1 degr inh	FXIa inh 1536	PPC-1+TRAIL kill	TbHK1 inh	CHOP inhibitor	TNF death inh	EP2 antag	FXIIa inh 1536	zVAD death inh
Cc1ccc(C)c(S(=O)(=O)Nc2ccccc2C(=O)Nc2ccc(S(=O)(=O)Nc3ncccn3)cc2)c1	4	6	20	24	34	0.9	9	4	0.8
CCN(C1CCCCC1)S(=O)(=O)c1ccc(OC)c(C)c1	0	5	8	2	67	-1.6	7	-2	-0.6
O=S1(=O)[C@H]2C[C@@H]3C=C[C@]2(CN1Cc1ccc(C(F)(F)F)cc1)O3	x	2	7	-9	5	-0.3	8	12	0.2
CCOC1=NN(c2ccccc2)C(=O)/C1=C\N(C)C	-2	-3	18	-8	11	-0.4	12	11	4.4
COC(=O)C(C)(C)ONC(=O)Nc1ccccc1[N+](=O)[O-]	-3	-2	22	-11	12	0.6	2	5	0.0
O=C(c1ccc(S(=O)(=O)N2CCCCC2)cc1)N1CCc2ccccc2C1	1	-5	-4	-3	-7	3.2	22	3	1.3
O=C(CCCn1c(=O)[nH]c2ccsc2c1=O)N1CCN(c2ccccn2)CC1	11*	-6	-18	3	-6	-1.7	11	-4	0.1
CCSc1ccccc1C(=O)N1CCN(c2ccc([N+](=O)[O-])cc2)CC1	-2	-2	9	-10	36	-1.2	0	4	-2.1
COc1ccc(-n2c(SCC(=O)Nc3ccc4c(c3)OCO4)nnc2C(C)N2CCCCC2)cc1 (stereo not given)	2	-4	0	-1	37	-0.1	14	11	-0.2
Cc1cc(N/N=C/c2c(O)ccc3ccccc23)nc(-c2ccccc2O)n1	-2	0	25	-10	33	0.5	7	6	4.5
CC(C)Oc1nnnn1-c1ccccc1	-4	1	6	-5	-3	-0.7	16	3	-0.4
COc1cc2c(cc1OC)C(C)N(C(=O)c1nccnc1C(=O)O)CC2 (stereo not given)	0	-2	-18	-3	-7	1.4	8	4	0.6
Cc1ccccc1Cn1cc(NC(=O)c2nn(C)cc2Cl)cn1	2	-6	1	1	42	1.3	4	-3	0.8
CC(=O)N(O)CCCCCNC(=O)CCC(=O)N(O)CCCCCNC(=O)CCC(=O)N(O)CCCCCN	-3	16	6	3	25	1.1	13&7	3	4.3
COc1ccc2nc(C(F)(F)Cl)c(C#N)c(N)c2c1	-1	19	6	-33	36	-4.8	6	8	1.7

3 records picked at random from the list so far, as already listed:
SMILES	Wee1 degr inh	FXIa inh 1536	PPC-1+TRAIL kill	TbHK1 inh	CHOP inhibitor	TNF death inh	EP2 antag	FXIIa inh 1536	zVAD death inh
CCN(C1CCCCC1)S(=O)(=O)c1ccc(OC)c(C)c1	0	5	8	2	67	-1.6	7	-2	-0.6
O=C(CCCn1c(=O)[nH]c2ccsc2c1=O)N1CCN(c2ccccn2)CC1	11*	-6	-18	3	-6	-1.7	11	-4	0.1
O=C(c1ccc(S(=O)(=O)N2CCCCC2)cc1)N1CCc2ccccc2C1	1	-5	-4	-3	-7	3.2	22	3	1.3

The results go on:
SMILES	Wee1 degr inh	FXIa inh 1536	PPC-1+TRAIL kill	TbHK1 inh	CHOP inhibitor	TNF death inh	EP2 antag	FXIIa inh 1536	zVAD death inh
COc1ccccc1N=c1scc(-c2ccc3c(c2)NC(=O)CO3)n1CC1CCCO1 (stereo not given)	5	4	14	-6	49	-7.5	8	12	-0.5
Cc1ccc2c(C)nc(Nc3ncc4c(n3)CCCC4=O)nc2c1	3	x	x	-12	x	-1.0	7	x	0.1
COc1ccccc1NC(=S)N(CCN(C)C)C(C)c1ccncc1 (stereo not given)	1	-6	6	-10	4	-0.4	1	6	0.0
COc1cc(COCC(O)CN2CCN(Cc3ccccc3)CC2)cc(OC)c1OC (stereo not given)	-1	-5	0	3	12	1.5	8	0	-0.2
CC(C)Sc1cc(N2CCCC2)nc(-c2ccc(F)cc2)n1	-1	19	31	5	25	-0.4	3	16	0.2
COC(=O)c1nn(-c2cccc(C)c2)c2nnc(Cc3ccccc3)c(=O)n12	-3	-4	28	6	-20	0.8	6	2	0.8
Cc1ccc(N(CCC#N)C(=O)CN2C(=O)NC(Cc3ccccc3)C2=O)cc1 (stereo not given)	-2	-7	1	-11	-28	1.5	4	3	1.8
CN1C(=O)/C(=C\c2cc(N=Nc3ccccc3)ccc2O)SC1=S	-2	-4	-7	15	0	-21	x	12	-0.2
CC(C)(C)c1nnc(NC(=O)Nc2ccc(Cl)cc2)s1	0	-9	0	-40	23	2.2	6	0	73
O=c1nc(N/N=C/c2c[nH]c3ccccc23)cn[nH]1	-4	6	27	-50	-2	-5.0	10	10	-0.5
Cn1c(N)c(C(=O)COC(=O)COc2ccc3ccccc3c2)c(=O)n(C)c1=O	2	0	17	-6	20	0.5	8	10	3.4
CCN(CC)CC(=O)Nc1c(C)cc(C(C)(C)C)cc1C	6	-3	8	-1	34	0.6	11	1	-0.2
Oc1ccccc1C1=Nc2nc3ccccc3n2C(c2ccccc2)C1 (stereo not given)	5	5	48	-15	20	-0.2	5	12	-0.2
COc1ccc(NC(=O)Cn2c(=O)sc3ccccc32)cc1	0	-5	12	-8	9	1.2	14	2	0.6
CCC(=O)C1CCCN(C(=O)c2ccc(OC3CCN(C(=O)c4cccnc4)CC3)cc2)C1 (stereo not given)	-2	0	15	-6	3	0.6	6	14	0.0
COc1ccc(N2CCN(C(=O)CSc3nnc(C)c(=O)[nH]3)CC2)cc1	-1	-11	-5	-6	-24	-0.6	6	-9	0.8
CC(C)C(=O)N=C1SC2CS(=O)(=O)CC2N1Cc1ccccc1 (stereo not given)	3	-15	11	28	25	1.3	5	-5	0.7
NC(=O)N/N=C/c1c(F)cccc1F	3	1	11	-7	25	-0.3	8	15	-0.1
CC(=O)Nc1ccc(OCC(O)CN2C(C)(C)CC(O)CC2(C)C)cc1 (stereo not given)	1	6	2	3	-24	0.6	5	7	2.0
CC(C)OP(=O)(OC(C)C)C1(O)C(=O)Nc2ccc(Br)cc21 (stereo not given)	3	-1	8	-6	30	2.0	17	-11	0.0
O=C(O)CCCNC(=O)/C(=C\c1ccc(Cl)cc1)NC(=O)c1ccccc1Br	0	-6	3	-1	-6	-0.4	8	8	2.2
COc1ccccc1CC(=O)Nc1ccc([N+](=O)[O-])cc1O	-2	-1	-6	-9	22	2.1	3	3	-0.4
CCOC(=O)c1cc(-c2ccccc2)n(CC(=O)Nc2ccc(OCC)cc2)c1C	-3	4	7	5	80*	2.2	8	10	2.1
CC(C)n1cc([C@@H]2C[C@H]3CN(Cc4cccc(Cl)c4)C(=O)[C@]34CCCN24)cn1	-2	-2	x	-7	-5	-0.6	2	1	-0.9
COc1cc(Cl)cc(C2NC(=S)NC(c3ccccc3)=C2C(C)=O)c1OCC(=O)O (stereo not given)	-1	-3	4	-42	5	0.4	9	6	0.4
CCOc1ccccc1NC(=O)Nc1cc(C(=O)O)ccc1C	0	3	19	-2	11	0.6	4	6	1.9
COc1ccccc1CNC(=O)COc1ccc(C)nc1[N+](=O)[O-]	-2	1	11	-5	6	0.0	6	8	2.5
Cc1cc(OCC(=O)Nc2ccc(Br)cc2)cc2c1C(=O)CC(C)(C)O2	-2	3	12	-8	14	-1.3	4	11	1.7
CNC(=O)Cn1c(C)cc(=O)c2cccc(OC)c21	3	-3	4	-4	-7	1.2	14	3	2.6
Cc1ccccc1NC(=S)Nc1ccc(Br)cc1	2	4	5	-5	10	-1.7	17	14	0.1

Three entries from above, with each value named.
SMILES: Cc1ccc2c(C)nc(Nc3ncc4c(n3)CCCC4=O)nc2c1
  Wee1 degr inh: 3
  FXIa inh 1536: x
  PPC-1+TRAIL kill: x
  TbHK1 inh: -12
  CHOP inhibitor: x
  TNF death inh: -1.0
  EP2 antag: 7
  FXIIa inh 1536: x
  zVAD death inh: 0.1
SMILES: COc1ccccc1NC(=S)N(CCN(C)C)C(C)c1ccncc1 (stereo not given)
  Wee1 degr inh: 1
  FXIa inh 1536: -6
  PPC-1+TRAIL kill: 6
  TbHK1 inh: -10
  CHOP inhibitor: 4
  TNF death inh: -0.4
  EP2 antag: 1
  FXIIa inh 1536: 6
  zVAD death inh: 0.0
SMILES: COc1cc(COCC(O)CN2CCN(Cc3ccccc3)CC2)cc(OC)c1OC (stereo not given)
  Wee1 degr inh: -1
  FXIa inh 1536: -5
  PPC-1+TRAIL kill: 0
  TbHK1 inh: 3
  CHOP inhibitor: 12
  TNF death inh: 1.5
  EP2 antag: 8
  FXIIa inh 1536: 0
  zVAD death inh: -0.2

Next compounds follow.
SMILES	Wee1 degr inh	FXIa inh 1536	PPC-1+TRAIL kill	TbHK1 inh	CHOP inhibitor	TNF death inh	EP2 antag	FXIIa inh 1536	zVAD death inh
CCOC(=O)C1(CC2CC2)CCN(Cc2ccc(OC)cc2F)CC1	-1	0	3	2	-11	2.3	4	3	-0.1
Cc1ccc(CCNC(=O)C23CN(Cc4ccccc4)CC2C(c2ccc([N+](=O)[O-])cc2)=NO3)cc1 (stereo not given)	5	3	20	-2	12	-2.0	9	5	0.5
CC(=O)c1cc2c(=O)c3cc(C)ccc3oc2nc1C	4	0	18	-15	-15	-3.2	1	-1	0.4
CC(C)(C)C(=O)Nc1nnc(COc2ccc(Cl)cc2)s1	2	2	-1	7	-2	4.9	6	10	2.0
Cc1ccc(N2CC(C(=O)N3CCc4ccccc43)CC2=O)cc1 (stereo not given)	-2	-8	2	-17	53	-1.3	-2	6	1.8
Cc1nn2c(Nc3ccc(F)cc3)c3c(nc2c1-c1ccccc1)CCC3	3	-1	21	-5	37	2.5	8	7	0.7
Cc1ccc2nc(Cn3cc(C(F)(F)F)ccc3=O)cc(=O)n2c1	0	-4	13	-13	-4	2.0	8	5	-0.2
CCS(=O)(=O)c1ccc2oc(Nc3cccc(OC)c3)nc2c1	-1	0	14	1	-4	1.7	8	10	25
Cc1ccc(C(=O)C2CCN(CC(=O)NC3CCCCC3)CC2)cc1	-3	-12	-18	4	51	-1.9	0&6	1	0.5
CC(=O)Nc1ccc(S(=O)(=O)NCC(C)NS(=O)(=O)c2ccc(NC(C)=O)cc2)cc1 (stereo not given)	-2	-11	7	0	-29	-0.1	11	-15	0.0
CC(=O)c1c(N)n(C)c(=O)n(C)c1=O	-1	1	1	0	34	3.3	4	5	2.6
CCCOc1cccc(-c2nc3ccccc3c(=O)o2)c1	1	-5	38	-5	10	-0.1	6	4	1.9
COc1ccc(/C=C(\C#N)c2cc(OC)c(OC)cc2[N+](=O)[O-])cc1	1	-2	10	-23	7	0.5	2	6	0.1
CCOC(=O)N/N=C/c1cn(CCCOc2ccc(C)cc2)c2ccccc12	2	11	11	-5	42	3.4	3	10	1.0
CNc1nnc(-c2cc3ccccc3oc2=O)s1	-2	7	23	-21	-22	2.3	4	18	9.5
COc1ccc2c(c1)C(=NO)c1cc(OC)ccc1-2	-1	5	5	-3	72*	5.0	14	18	16

Filtered by structure, those above containing a CF3 group
SMILES	Wee1 degr inh	FXIa inh 1536	PPC-1+TRAIL kill	TbHK1 inh	CHOP inhibitor	TNF death inh	EP2 antag	FXIIa inh 1536	zVAD death inh
O=S1(=O)[C@H]2C[C@@H]3C=C[C@]2(CN1Cc1ccc(C(F)(F)F)cc1)O3	x	2	7	-9	5	-0.3	8	12	0.2
Cc1ccc2nc(Cn3cc(C(F)(F)F)ccc3=O)cc(=O)n2c1	0	-4	13	-13	-4	2.0	8	5	-0.2
